KB-V1 cytotox: qHTS assay for MDR1-selective chemotherapeutics: Primary screen using the drug-selected MDR subline cells KB-V1. KB-V1 MDR cells viability, CellTiter-Glo, 72 h. AID 1347076, 2019. Potency, µM (top dose mostly 46.1 µM), for the others: at the top dose activity change, negative = cytotoxicity, usual class: cytotoxic. actives 3.4% (n = 400,000); also: potency is read from the fitted curve at half-maximal effect; % is scaled to controls: 0 for no effect and ±100 for the full control effect; nearly all actives have a fitted effect of over 60% in size
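Compound-treated KB-V1 multidrug-resistant cells, 72 h, 37 degrees C; viability by CellTiter-Glo. Fitted qHTS curves give the values.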
DRD3 agonist: qHTS of D3 Dopamine Receptor Agonist: qHTS; D(3) dopamine receptor (Homo sapiens), P35462; D3R DiscoveRx beta-arrestin cells, luminescence, 90 min; max activation, %; actives 0.58% (n = 410,000); AID 652048, 2013; in the data active = max activation above about 30%; also: 0% is about no effect; mostly tested at two doses, the higher about 12 µM
Target sequence (P35462 whole entry, looked up): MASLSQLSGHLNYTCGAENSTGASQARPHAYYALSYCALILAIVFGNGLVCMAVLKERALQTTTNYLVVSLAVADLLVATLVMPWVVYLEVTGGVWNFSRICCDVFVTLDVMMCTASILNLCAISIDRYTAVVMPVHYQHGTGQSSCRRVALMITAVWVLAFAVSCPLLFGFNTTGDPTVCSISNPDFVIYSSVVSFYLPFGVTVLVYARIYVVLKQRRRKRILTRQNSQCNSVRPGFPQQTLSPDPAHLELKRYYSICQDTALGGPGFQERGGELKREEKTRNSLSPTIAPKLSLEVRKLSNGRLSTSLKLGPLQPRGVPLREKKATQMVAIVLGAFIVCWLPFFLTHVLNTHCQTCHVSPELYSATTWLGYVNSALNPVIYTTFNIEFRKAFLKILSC
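Agonist mode: compounds and dopamine controls were applied to plated cells for 90 min at 37 degrees C after an overnight attachment at 1500 cells/well. Luminescent read-out followed 30 - 60 minutes at room temperature with DiscoveRx detection reagent.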
HEK293 tox: qHTS of GLP-1 Receptor Inverse Agonists: Cytotox Screen | HEK293 cAMP-luciferase reporter cells, luminescence, 24 h | Potency, µM (titrated, usually from 38.3 µM), for the others: at the highest dose activity change, negative = inhibition, usual class: inhibitors | actives 0.13% (n = 410,000) | AID 624418, 2012;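 also: loss of luciferase light is scored as toxicity; potency is read from the fitted curve at half-maximal effect; % is scaled to controls: 0 for no effect and ±100 for the full control effect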
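Step one: seed cells (200 cells/uL, DMEM with 10% Nu serum, 1% pen-strep). Step two: 12-hour incubation at 37 deg C. Step three: pin 23 nL compound, incubate 24 hr. Step four: add luciferase reagent, read luminescence 12 min later.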
aSyn yeast inh: qHTS of alpha-syn Inhibitors. Yeast expressing alpha-synuclein, growth rescue, BacTiter-Glo, 24 h. Potency, µM (highest dose often 46.1 µM), inactives show at the top dose growth rescue (activation), most hits filed as activators. actives 0.14% (n = 370,000). AID 652106, 2013; also: potency is read from the fitted curve at half-maximal effect; % of control where 0% means no effect; nearly all actives have a fitted effect of over 65% in size
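Galactose-induced alpha-syn yeast (OD600=0.02, raffinose-pregrown) + pinned cpd, 24 hr, 30 deg C; growth by BacTiter-Glo luminescence. Growth restoration scores as activation.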
GLP-1R inv ag: qHTS of GLP-1 Receptor Inverse Agonists (Inhibition Mode); HEK293 GLP-1R CRE-luciferase, luminescence, 24 h; GLP-1R form is constitutively active; Potency, µM (highest dose often 38.3 µM), without a hit: at the highest dose activity change, negative = inhibition, most hits filed as inhibitors; AID 624417, 2012; actives 1.6% (n = 410,000); also: potency is read from the fitted curve at half-maximal effect; % is scaled to controls: 0 for no effect and ±100 for the full control effect; nearly all actives have a fitted effect of over 55% in size
Target sequence (P43220 whole entry, looked up): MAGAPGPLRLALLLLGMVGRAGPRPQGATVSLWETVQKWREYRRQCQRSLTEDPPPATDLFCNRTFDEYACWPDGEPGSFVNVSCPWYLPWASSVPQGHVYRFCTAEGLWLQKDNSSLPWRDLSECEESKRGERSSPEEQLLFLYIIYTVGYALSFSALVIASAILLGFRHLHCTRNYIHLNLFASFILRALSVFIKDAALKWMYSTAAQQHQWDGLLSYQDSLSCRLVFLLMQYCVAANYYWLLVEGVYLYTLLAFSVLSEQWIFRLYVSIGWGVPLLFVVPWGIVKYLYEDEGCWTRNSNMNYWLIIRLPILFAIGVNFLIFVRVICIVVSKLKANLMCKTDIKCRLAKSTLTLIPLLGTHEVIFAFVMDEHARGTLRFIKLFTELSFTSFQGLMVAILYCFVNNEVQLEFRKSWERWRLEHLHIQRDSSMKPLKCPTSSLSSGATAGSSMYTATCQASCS
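qHTS in 1536-well format: reporter HEK293 cells expressing constitutive GLP-1R activity in DMEM + 10% Nu serum, 24 hr with compounds at 37 deg C, luminescence read after 12 min with detection reagent.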
GLP1R ag: qHTS of GLP-1 Receptor Agonists. actives 0.007% (n = 380,000). Glucagon-like peptide 1 receptor (Homo sapiens), P43220. AID 624172, 2012. HEK293 GLP-1R CRE-luciferase, luminescence, 4-6 h; cells express a hypersensitive GLP-1R form. Potency, µM (top dose mostly 45.6 µM), for inactives: top-dose activation, most hits filed as activators; also: potency is read from the fitted curve at half-maximal effect; % of control where 0% means no effect
DRD3 antagonist: qHTS of D3 Dopamine Receptor Antagonist: qHTS. D(3) dopamine receptor (Homo sapiens), P35462. D3R cells, DiscoveRx beta-arrestin luminescence, antagonist mode; stronger effect = lower value. max response, negative = inhibition, %. actives 2.5% (n = 360,000); in the data active = max response below about -50%; inconclusive = no clear call, values can overlap the other calls; also: % is scaled to controls: 0 for no effect and ±100 for the full control effect; mostly tested at two doses, the higher about 12 µM
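Cells expressing the human receptor were seeded at 1500 cells/well, incubated overnight at 37 degrees C in 5% CO2, then exposed to library compounds with dopamine controls for 90 minutes at 37 degrees C before luminescent detection.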
PTHR1 agonist: qHTS for PTHR1 Agonists: Primary Screen; Parathyroid hormone/parathyroid hormone-related peptide receptor (Homo sapiens), Q03431; HEK293 GP2 PTHR1 cells, GloSensor cAMP luminescence, 1 h; Potency, µM (top dose mostly 115 µM), for inactives: at the highest dose activation, usual class: activators; actives 0.075% (n = 410,000); AID 743266, 2014; also: potency is read from the fitted curve at half-maximal effect; nearly all actives have a fitted effect of over 55% in size; some results filed as inactive show a strong effect at the top dose; inactives centre near -15; many of its hits are not listed in these tables
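HEK-293-derived GP2 cells expressing PTHR1 and a GloSensor cAMP reporter, 3,000/well, plated overnight, given luciferin plus IBMX (each 0.5 mM as added) for 1 h at 37 °C, then compound for 1 h at 37 °C. Luminescence was read after 15 min at room temperature.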
TDP-43 yeast inh: qHTS of TDP-43 Inhibitors. TDP-43 expressing yeast growth rescue, BacTiter-Glo, 24 h. Potency, µM (titrated, usually from 46.1 µM), without a hit: top-dose growth rescue (activation), most hits filed as activators. actives 1.8% (n = 410,000). AID 652104, 2013; also: potency is read from the fitted curve at half-maximal effect; % of control where 0% means no effect; nearly all actives have a fitted effect of over 50% in size
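Yeast cells expressing TDP-43 under galactose induction are exposed to compounds for 24 hr at 30 deg C. BacTiter-Glo luminescence measures growth, so protective compounds score as activators.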
Numbers without * were called inactive; i = inactive; ? = inconclusive; / = no result given; [ ] = remark or other dose. Unless noted, calls follow the shape of the dose curve; as a rule, active = well fitted curve in the direction sought with a large enough effect; inconclusive = small, poorly fitted or top-dose-only effect, or another doubt; inactive = no such curve, though single readings can be large; an effect the other way counts as inactive or inconclusive. An excerpt; rates above refer to the full screens.

Preview:
| nr | SMILES | KB-V1 cytotox | DRD3 agonist | HEK293 tox | aSyn yeast inh | GLP-1R inv ag | GLP1R ag | DRD3 antagonist | PTHR1 agonist | TDP-43 yeast inh |
| --- | --- | --- | --- | --- | --- | --- | --- | --- | --- | --- |
| 1 | Cc1ccc2[nH]c(CN3CCC(CO)(CC4CCCCO4)CC3)c(C)c2c1 (stereo not drawn) | ? | -24 | -1% | -2% | ? | 10% | -61* | i | -1% |
| 2 | NC(=O)CN1CCOCCOCCN(CC(N)=O)CCOCCOCC1 | 18% | 7 | 12% | -2% | 11% | 9% | 7 | i | 0% |
| 3 | Cc1ccc(NC(=O)CC2SC(=NCC3CCCO3)NC2=O)cc1Cl (stereo not drawn) | -9% | 2 | -3% | 4% | -24% | -3% | 9 | i | 10% |
| 4 | OC(c1ccc(F)cc1)c1nc(-c2cnc3ccccc3c2)cs1 (stereo not drawn) | -33% | -1 | -3% | ? | ? | ? | 13 | -39%[inhibitor] | 30% |
| 5 | c1ccc2c(c1)c1c(c3ccccc32)CN2CCCC2C1 (stereo not drawn) | 16µM* | -14 | 1% | 1% | ? | -18% | ? | 15% | -39%[inhibitor] |
| 6 | CCn1c2ccc(Cl)cc2c2nc3ccccc3nc21 | ? | 15 | 32%[activator] | -12% | 0% | 9% | 40 | i | -9% |
| 7 | COC(=O)c1cc2occc2n1CC(=O)Nc1ccc(OC)c(OC)c1OC | -16% | 2 | 13% | 10% | 8% | 0% | 2 | i | -7% |

All compounds of this part (from the top)
| nr | SMILES | KB-V1 cytotox | DRD3 agonist | HEK293 tox | aSyn yeast inh | GLP-1R inv ag | GLP1R ag | DRD3 antagonist | PTHR1 agonist | TDP-43 yeast inh |
| --- | --- | --- | --- | --- | --- | --- | --- | --- | --- | --- |
| 1 | Cc1ccc2[nH]c(CN3CCC(CO)(CC4CCCCO4)CC3)c(C)c2c1 (stereo not drawn) | ? | -24 | -1% | -2% | ? | 10% | -61* | i | -1% |
| 2 | NC(=O)CN1CCOCCOCCN(CC(N)=O)CCOCCOCC1 | 18% | 7 | 12% | -2% | 11% | 9% | 7 | i | 0% |
| 3 | Cc1ccc(NC(=O)CC2SC(=NCC3CCCO3)NC2=O)cc1Cl (stereo not drawn) | -9% | 2 | -3% | 4% | -24% | -3% | 9 | i | 10% |
| 4 | OC(c1ccc(F)cc1)c1nc(-c2cnc3ccccc3c2)cs1 (stereo not drawn) | -33% | -1 | -3% | ? | ? | ? | 13 | -39%[inhibitor] | 30% |
| 5 | c1ccc2c(c1)c1c(c3ccccc32)CN2CCCC2C1 (stereo not drawn) | 16µM* | -14 | 1% | 1% | ? | -18% | ? | 15% | -39%[inhibitor] |
| 6 | CCn1c2ccc(Cl)cc2c2nc3ccccc3nc21 | ? | 15 | 32%[activator] | -12% | 0% | 9% | 40 | i | -9% |
| 7 | COC(=O)c1cc2occc2n1CC(=O)Nc1ccc(OC)c(OC)c1OC | -16% | 2 | 13% | 10% | 8% | 0% | 2 | i | -7% |
| 8 | Cc1ccc(NC(=O)C(NS(=O)(=O)c2ccc3c(c2)CCC(=O)N3)c2ccccc2)cc1C (stereo not drawn) | -16% | -11 | -2% | / | 8% | / | / | -5% | -7% |
| 9 | COc1ccc(Nc2nc3c([nH]2)c(=O)[nH]c(=O)n3C)cc1 | 0% | 12 | -2% | 1% | 7% | 8% | 5 | i | -7% |
| 10 | CCOc1ccc2nc(NS(=O)(=O)Cc3ccccc3)sc2c1 | ? | -2 | ? | 0% | 10µM* | 4% | ? | i | -3% |
| 11 | CC(C)C[C@H](N)c1nnc(S(=O)(=O)Cc2ccc(F)cc2)o1 | ? | -14 | ? | -4% | ? | -46%[inhibitor] | ? | -5%[57.5 µM] | ? |
| 12 | Cc1ccccc1CNC(=O)c1ccc2nc(N3CCOCC3)sc2c1 | -4% | 4 | -3% | -6% | 1% | 7% | -25 | -5% | 28% |
| 13 | Cc1ccc(S(=O)(=O)c2c(C)cc(C)nc2Cl)cc1 | 13µM* | 3 | 4% | 1% | 0% | -9% | 29 | i | ? |
| 14 | COc1ccc(C(=O)OCC(=O)Nc2sccc2C(N)=O)cc1[N+](=O)[O-] | -10% | 3 | -5% | -12% | 1% | -3% | 47 | -16% | -1% |
| 15 | OC(Cc1cccnc1)c1ccccc1 (stereo not drawn) | -4% | 4 | -12% | -10% | 13% | 2% | 3 | i | 0% |
| 16 | CN1C(=O)/C(=C\c2cc(Br)cs2)c2ccccc21 | -10% | -11 | ? | 10% | 4% | 0% | -4 | -19% | 14% |
| 17 | Cc1c2cnn(-c3ccccc3)c(=O)c2c(C)n1CCCC(=O)N1CCN(C2CCCCC2)CC1 | -15% | -17 | 6% | -2% | -2% | 12% | -15 | i | -32%[inhibitor] |
| 18 | Cc1ccc(S(=O)(=O)NC(C)CCc2ccccc2)cc1C(N)=O (stereo not drawn) | ? | 2 | -3% | 4% | -10% | -1% | 1 | -35%[inhibitor] | 6% |
| 19 | O=C(COc1ccccc1)N/N=C/c1ccc(O[C@@H]2O[C@H](CO)[C@@H](O)[C@H](O)[C@H]2O)cc1 | 12% | 2 | -6% | 4% | 21% | -2% | 4 | i | 10% |
| 20 | CCc1ccc(OCC(=O)N/N=C/c2ccc(OS(=O)(=O)c3ccc(C)cc3)c(OC)c2)cc1 | 27% | 1 | -24% | 0% | ? | 11% | 11 | i | 16% |

(continued)
| nr | SMILES | KB-V1 cytotox | DRD3 agonist | HEK293 tox | aSyn yeast inh | GLP-1R inv ag | GLP1R ag | DRD3 antagonist | PTHR1 agonist | TDP-43 yeast inh |
| --- | --- | --- | --- | --- | --- | --- | --- | --- | --- | --- |
| 21 | CCOc1ccc(N2CC(c3nc4ccccc4n3CCOc3ccccc3OC)CC2=O)cc1 (stereo not drawn) | 8% | 3 | -7% | / | ? | / | / | i | 7% |
| 22 | O=C(NCCc1ccccc1)c1cc2sccc2n1Cc1ccccc1 | -10% | 0 | -11% | -6% | -18% | -3% | 6 | -14% | 5% |
| 23 | COc1ccc(/C=C/C(=O)NCCCN2CCCCCC2)cc1 | 2% | -1 | -8% | 3% | -19% | 3% | 2 | i | 10% |
| 24 | c1ccc(-c2nnc3n2N=C(c2ccc4c(c2)OCO4)CS3)nc1 | ? | 8 | -13% | 7% | 26% | 8% | 13 | 0% | -2% |
| 25 | COc1ccc(NC(=O)Nc2cccc3c2O[C@H](CN(C)C(=O)Nc2ccc4c(c2)OCO4)[C@@H](C)CN([C@H](C)CO)C3=O)cc1 | 31% | 9 | -11% | 2% | -16% | -2% | 23 | -7% | 11% |
| 26 | Cc1cc(C)n(C(=O)c2cccc(S(=O)(=O)N3CCOCC3)c2)n1 | 12% | -2 | -8% | 0% | 2% | -6% | -16 | -10% | 5% |
| 27 | COc1ccccc1CNC(=O)CCn1nc(C)c2c(C)n(-c3ccccc3)nc2c1=O | 0% | -10 | 5% | / | -4% | / | / | -21% | -2% |
| 28 | O=C(Nc1ncn[nH]1)c1cccc(S(=O)(=O)N2CCOCC2)c1 | ? | 3 | 12%[7.66 µM] | 0% | 0%[7.66 µM] | -1% | 4 | i | -18%[9.22 µM] |
| 29 | Cc1ccccc1N=Nc1ccc(O)c2ncccc12 | -12% | -4 | -2% | ? | 22% | 8% | -117* | -57%[inhibitor] | -6% |
| 30 | O=C(NCc1cc(C(F)(F)F)cc(C(F)(F)F)c1)C1CC(c2cccc([N+](=O)[O-])c2)=NO1 (stereo not drawn) | -2% | 9 | 2% | -8% | 1% | 0% | 0 | -18% | -11% |
| 31 | CC(OC(=O)CNS(=O)(=O)/C=C/c1ccccc1)C(=O)Nc1ccc(S(=O)(=O)N2CCCC2)cc1 (stereo not drawn) | 29% | -1 | -3% | 9% | 19% | -6% | 20 | 0% | ? |
| 32 | CCOC(=O)C(O)(NC(=O)c1cccnc1)C(F)(F)F (stereo not drawn) | 12% | 8 | -5% | 1% | 10% | -1% | 3 | -25%[57.5 µM] | 4% |
| 33 | CCOc1ccc(CCNC(=O)C2CCN(C(=O)c3cc4sccc4n3CC)CC2)cc1OCC | -7% | -4 | 2% | / | -29% | / | / | -33%[inhibitor] | 13% |
| 34 | COc1ccc(Oc2c(C(F)(F)F)oc3c(CN4CCCC(C)C4)c(O)ccc3c2=O)cc1 (stereo not drawn) | / | 4 | 1% | / | -17% | / | / | -21% | -4% |
| 35 | CCN(CC)C(=O)[C@H]1C[C@H](CC(=O)NCCc2ccccn2)C(=O)N2CCc3c([nH]c4cc(-c5ccco5)ccc34)[C@]12C | -10% | -6 | 14% | 1% | -2% | 0% | 2 | 13% | 0% |
| 36 | CC(C)N(C(=O)Cn1c(SCC(=O)NCc2ccc3c(c2)OCO3)nc2ccccc21)C(C)C | -25% | -12 | -24% | -11% | -6% | 6% | -23 | i | -5% |
| 37 | Cc1ccc(NC(=O)c2sccc2C)cc1[N+](=O)[O-] | -1% | -4 | -6% | 4% | -25% | 13% | 2 | -24% | ? |
| 38 | O=C(CCNS(=O)(=O)c1cccs1)NCc1cccs1 | 29% | -9 | -14% | -6% | 17% | -4% | -8 | -3%[57.5 µM] | -9% |

Assay outcomes deposited in PubChem BioAssay by National Center for Advancing Translational Sciences (NCATS).
